Screens from PubChem.
Mm-Cpn inhibitor = Inhibitors of TCP-1 ring complex (TRiC) of Methanococcus maripaludis (MmCpn): qHTS; purified Mm-Cpn ATPase, ADP Transcreener TR-FRET; Potency, µM (doses to about 76.9 µM), inactives show at the highest dose activity, negative = inhibition, usual class: inhibitors; actives 0.031% (n = 330,000); AID 504842, 2011; also: potency is read from the fitted curve at half-maximal effect; % is scaled to controls: 0 for no effect and ±100 for the full control effect; nearly all actives have a fitted effect of over 80% in size
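ATPase read-out: TR-FRET ADP immunoassay (anti-ADP Eu cryptate vs ADP-d2), ex 320 nm, em 590/665 nm; signal drops as ADP forms. Enzyme 25 nM, ATP 10 uM, 30 min at 37°C after 10 min compound preincubation.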
Nrf2 block = Nrf2 qHTS screen for inhibitors; A549 ARE-Fluc reporter, luciferase luminescence, 18-24 h; Potency, µM (doses to about 46 µM), without a hit: at the highest dose activity change, negative = inhibition, actives largely listed as inhibitors; actives 2.1% (n = 360,000); AID 504444, 2011; also: potency is read from the fitted curve at half-maximal effect; % is scaled to controls: 0 for no effect and ±100 for the full control effect; nearly all actives have a fitted effect of over 60% in size
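Reporter: ARE-Fluc in A549. Exposure: 18-24 h, 37 °C, 5% CO2, 5% FBS OPTI-MEM. Readouts: fluorescent cytotoxicity (CellTiter-Fluor), then luminescent Nrf2 signal after BugLite.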
pAkt inh = HTS Assay for Inhibitors of Akt Phophorylation: Primary Screen; Neuro2A IGF-stimulated pAkt S473 HTRF, 20 min; stronger effect = lower value; activity change, % for hits at 50 µM; actives 0.32% (n = 360,000); AID 651550, 2012; in the data active = activity change below about -80%; inconclusive = mostly about -51% to -80%; also: % is scaled to controls: 0 for no effect and ±100 for the full control effect
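Neuro2A cells (4,500/well, DMEM with 0.5% FBS) were treated with compound at a single 50 µM final concentration, stimulated with 6 nM IGF for 20 min at 37 °C, and lysed. Phospho-Akt Ser473 was read by HTRF as 665/615 ratio ×10^4.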
Nrf2 activator = qHTS of Nrf2 Activators; AREc32 ARE-luciferase reporter (MCF7-derived line), luminescence, 24 h; Potency, µM (titrated, usually from 46.1 µM), for the others: top-dose activation, most hits filed as activators; actives 0.31% (n = 410,000); also: potency is read from the fitted curve at half-maximal effect; % of control where 0% means no effect; nearly all actives have a fitted effect of over 65% in size
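Quantitative high-throughput format: AREc32 reporter cells, 1000 per well, received compound by pin transfer and were incubated 24 hr at 37 deg C, 5% CO2, before Steady-Glo luminescence detection.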
EPAC2 agonist = qHTS for Agonist of cAMP-regulated guanine nucleotide exchange factor 4 (EPAC2): primary screen; Rap guanine nucleotide exchange factor 4 (Homo sapiens), Q8WZA2; EPAC2 activation, biochemical qHTS; response scale: 100% = 6.5 mM cAMP response; Potency, µM (top dose mostly 154 µM), without a hit: at the top dose activation, usual class: activators; actives 0.079% (n = 360,000); also: potency is read from the fitted curve at half-maximal effect; nearly all actives have a fitted effect of over 50% in size
Target sequence (Q8WZA2 whole entry, looked up): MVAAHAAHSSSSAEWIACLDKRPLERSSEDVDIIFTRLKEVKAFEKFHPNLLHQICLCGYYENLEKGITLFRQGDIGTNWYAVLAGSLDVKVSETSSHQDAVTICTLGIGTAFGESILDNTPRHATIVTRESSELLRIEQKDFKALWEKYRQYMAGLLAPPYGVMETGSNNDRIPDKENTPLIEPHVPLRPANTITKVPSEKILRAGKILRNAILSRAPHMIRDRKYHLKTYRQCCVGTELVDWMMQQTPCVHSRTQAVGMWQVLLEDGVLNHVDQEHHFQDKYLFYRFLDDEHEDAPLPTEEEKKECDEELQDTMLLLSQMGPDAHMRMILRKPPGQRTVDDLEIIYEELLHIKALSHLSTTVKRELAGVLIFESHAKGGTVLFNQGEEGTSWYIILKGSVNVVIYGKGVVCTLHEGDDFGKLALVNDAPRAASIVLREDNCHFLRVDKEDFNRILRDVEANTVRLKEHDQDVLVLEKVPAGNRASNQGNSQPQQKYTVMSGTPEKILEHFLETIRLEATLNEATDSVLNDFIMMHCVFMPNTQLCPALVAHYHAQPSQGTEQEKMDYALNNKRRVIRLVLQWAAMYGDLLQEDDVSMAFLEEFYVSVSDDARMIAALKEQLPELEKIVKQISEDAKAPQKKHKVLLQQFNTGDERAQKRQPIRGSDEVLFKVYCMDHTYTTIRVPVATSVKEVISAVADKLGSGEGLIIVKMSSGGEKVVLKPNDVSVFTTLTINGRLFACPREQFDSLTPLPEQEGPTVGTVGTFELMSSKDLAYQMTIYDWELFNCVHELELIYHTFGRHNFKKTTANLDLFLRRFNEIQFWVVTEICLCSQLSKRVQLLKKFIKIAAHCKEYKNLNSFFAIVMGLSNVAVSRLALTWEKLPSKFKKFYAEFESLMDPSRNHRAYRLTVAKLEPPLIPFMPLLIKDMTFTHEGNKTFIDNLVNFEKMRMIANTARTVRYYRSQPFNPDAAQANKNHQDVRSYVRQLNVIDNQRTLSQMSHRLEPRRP
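Compounds were added across a concentration range to EPAC2 (100 nM), RAP1B-BODIPY-GDP (250 nM) and GDP (50 uM). After 5 min at room temperature, fluorescence was recorded at 5-min intervals for 30 min.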
EPAC2 antag = qHTS for Antagonist of cAMP-regulated guanine nucleotide exchange factor 2 (EPAC2): primary screen. actives 0.18% (n = 360,000). Potency, µM (doses to about 114 µM), inactives show at the highest dose activity, negative = inhibition, hits mostly inhibitors. EPAC2 GEF exchange of Rap1B-BODIPY-GDP, fluorescence. Rap guanine nucleotide exchange factor 4 (Homo sapiens), Q8WZA2; also: potency is read from the fitted curve at half-maximal effect; % is scaled to controls: 0 for no effect and ±100 for the full control effect; nearly all actives have a fitted effect of over 45% in size; many of its hits are not listed in these tables
CCT modulator = High-Throughput Screening for Modulators of Cytosolic Chaperonin Activity; purified chaperonin ATPase assay, HTRF ADP detection, 30 min; activity change, % (no concentration beside the values), hits read low; actives 0.3% (n = 360,000); AID 651819, 2012; in the data active = activity change below about -30%; also: % is scaled to controls: 0 for no effect and ±100 for the full control effect
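First, chaperonin was dispensed at 40 nM or 20 nM final depending on batch activity. Next, compounds were pinned at 76 uM and ATP added at 10 uM. After 30 min at 37 °C, ADP detection reagents ran 30 min at ambient temperature.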
TGFb SMAD3 inh = qHTS for Inhibitors of TGF-b | HepG2 CAGA-GFP TGF-b/SMAD3 reporter, GFP fluorescence, 18 h; TGF-beta stimulated, 500 pg/mL final | Potency, µM (series often up to 46.1 µM), without a hit: at the top dose activity, negative = inhibition, usual class: inhibitors | actives 1.2% (n = 410,000) | AID 588855, 2011; also: potency is read from the fitted curve at half-maximal effect; % is scaled to controls: 0 for no effect and ±100 for the full control effect; nearly all actives have a fitted effect of over 65% in size
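Inhibition was scored as loss of TGF-beta-induced (500 pg/mL final, 18 hours, 37 degrees C) GFP in HEPG2 cells carrying a CAGA-GFP reporter, in DMEM with 1% FBS. Well GFP was summed per cell; Activity was normalised to unstimulated and stimulated DMSO wells, then concentration-response fitting.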
A549 viability = Nrf2 qHTS screen for inhibitors: counterscreen for cytotoxicity. A549 ARE-Fluc cells, CellTiter-Fluor viability, 18-24 h. Potency, µM (highest dose often 46 µM), for the others: top-dose activity change, negative = cytotoxicity, most hits filed as inhibitors. AID 504648, 2011. actives 0.16% (n = 390,000); also: potency is read from the fitted curve at half-maximal effect; % is scaled to controls: 0 for no effect and ±100 for the full control effect
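Cytotoxicity counterscreen: CellTiter-Fluor fluorescence was measured in A549 ARE_Fluc cells after 18-24 h of compound exposure in a concentration series. The subsequent BugLite luminescent read reports ARE-luciferase activity.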
* hit, by the source's call; i = inactive; ? = inconclusive; . = no result given. Unless noted, calls follow the shape of the dose curve; as a rule, active = well fitted curve in the direction sought with a large enough effect; inconclusive = small, poorly fitted or top-dose-only effect, or another doubt; inactive = no such curve, though single readings can be large; an effect the other way counts as inactive or inconclusive. The list is partial (hit frequency here may not be typical).

SMILES | Mm-Cpn inhibitor | Nrf2 block | pAkt inh | Nrf2 activator | EPAC2 agonist | EPAC2 antag | CCT modulator | TGFb SMAD3 inh | A549 viability
CCOC(=O)[C@H]1[C@H]2COc3cc(OC)ccc3[C@@H]2N2C(=O)c3ccc(C)cc3NC(=O)[C@@]12C | -0.1% | 11.5% | i | 5.2% | 7.0% | -6.9% | -0.2 | 0.7% | 1.0%
CCN(CC)S(=O)(=O)c1cc(-c2onc(C)c2C)ccc1OC | . | ? | . | 0.4% | . | . | . | -1.9% | -3.1%
COc1ccc(-c2nc3ccccc3c(=O)n2CCOc2ccccc2C)cc1 | 3.5% | ? | i | 0.4% | 10.7% | 1.0% | 0.7 | 16.0% | ?
Cc1oc2ncnc(N3CCOCC3)c2c1C(=O)NCCc1ccccc1 | . | ? | . | 1.1% | . | . | . | -5.1% | 0.9%
O=C(CCCNC(=O)c1ccc(Cl)cc1)Nc1ccccc1C(F)(F)F | -0.4% | -1.5% | i | 0.4% | -9.0% | -11.8% | 1.2 | -1.2% | -4.6%
O=C(Cc1ccccc1)Nc1ccc(NC(=O)c2ccco2)nc1 | 1.2% | ? | i | 2.0% | 2.0% | -2.0% | 2.5 | 1.3% | 10.7%
CCc1sc(C(=O)NC(C)C2CCCO2)cc1Br (stereo not given) | -2.8% | 1.6% | i | 0.4% | 10.4% | 3.3% | 0.4 | 0.9% | 6.2%
CC1(C)c2ssc(=S)c2-c2ccccc2N1C(=O)c1ccco1 | 0.6% | -16.0% | i | 0.3% | 2.8% | -1.0% | -0.9 | 14.3% | -17.1%
CC(C)CN(C(=O)COC(=O)c1ccc(-c2ccccc2)cc1)C1CCS(=O)(=O)C1 (stereo not given) | 1.6% | 6.0% | i | -0.1% | 9.7% | -0.6% | -3.1 | 4.0% | 2.3%
Cc1ccc(Oc2ncccc2C(=O)NCC(=O)O)cc1 | -1.8% | 9.4% | i | 0.4% | 12.1% | 3.9% | 0.3 | 5.7% | 3.0%
COC(=O)c1c(NC(=O)C2CCCCC2)sc2c1CCN(C(C)C)C2 | -0.1% | -1.6% | i | 1.6% | 15.8% | -3.1% | 1.9 | 8.9% | 3.9%
O=C(CSc1nc2ccccc2[nH]1)Nc1ccc(F)c(F)c1 | . | -9.5% | i | -0.2% | -0.2% | -9.2% | -2.0 | ? | ?
Cc1ccccc1OCC(=O)Nc1ccccc1CO | -0.7% | . | i | 10µM* | 8.0% | 4.8% | 0.3 | -0.9% | 8.2%
O=C(CN1C(=O)NC2NC(=O)NC21)NN=C1CCCC1 (stereo not given) | 0.8% | -15.1% | i | -0.3% | 2.5% | -8.1% | -2.1 | 1.0% | 2.0%
CC(=O)OCN(C#N)c1nc(N(C)C)nc(N(C)C)n1 | -0.6% | ? | i | -0.2% | -1.4% | -0.7% | -1.6 | -5.7% | 7.9%
Cc1ccc(-n2nnc(-c3cccnc3Cl)n2)cc1 | . | ? | i | 0.7% | 8.0% | -11.3% | -0.8 | 9.2% | 3.2%
O=S(=O)(N/N=C/c1ccc2c(c1)OCCO2)c1ccc(Cl)cc1 | 1.9% | . | . | 0.1% | 8.0% | 4.1% | -1.9 | -12.1% | -0.2%
CCCS(=O)(=O)N1CCN(C(=O)COc2ccc(-c3ccccc3)cc2)CC1 | 0.4% | -29.9% | i | -0.3% | -1.1% | -3.5% | 1.8 | 10.2% | 0.9%
CCc1ccccc1NC(=O)C1CCN(C(=O)c2cccs2)CC1 | -1.2% | 5.6% | i | -0.4% | 3.8% | -0.5% | -0.9 | -10.2% | 0.1%
Cc1ccc(NS(=O)(=O)c2ccc(NS(=O)(=O)c3cccs3)cc2)cc1 | 1.7% | ? | . | -0.5% | 9.3% | -6.5% | 2.1 | ? | -17.9%
O=C(NCc1ccccn1)[C@@H]1C[C@H]1[C@@H](NP(=O)(c1ccccc1)c1ccccc1)c1ccccc1 | 0.2% | 3.4% | i | 2.9% | -6.6% | 6.1% | -0.9 | 0.3% | 5.3%
Cc1cc2cc(CN(C(=O)C3CC3)C3CCCC3)c3nnnn3c2cc1C | -1.5% | ? | i | 0.4% | 8.6% | -4.0% | -1.5 | -1.0% | -3.9%
COc1ccc(N2CCN(C(c3cc4cc(C)ccc4[nH]c3=O)c3nnnn3Cc3ccccc3)CC2)cc1 (stereo not given) | -0.2% | -25.2% | i | -0.7% | 13.0% | -0.8% | -1.8 | 0.0% | -5.3%
O=C(NC1CCCc2ccccc21)c1ccc2c(c1)sc1nc(-c3ccc(F)cc3)cn12 (stereo not given) | . | 2.8% | . | 4.1% | . | . | . | ? | 8.1%
O=C(O)c1ccc(OC(F)(F)C(F)C(F)(F)F)cc1 (stereo not given) | -0.2% | -4.1% | i | -0.7% | -6.7% | 1.0% | -0.2 | -0.5% | -0.6%
SMILES | Mm-Cpn inhibitor | Nrf2 block | pAkt inh | Nrf2 activator | EPAC2 agonist | EPAC2 antag | CCT modulator | TGFb SMAD3 inh | A549 viability
CCN(CC)c1ccc(NS(=O)(=O)c2cc(-c3cc(C)no3)ccc2C)c(C)c1 | . | ? | . | 0.7% | . | . | . | ? | 5.1%
O=[N+]([O-])c1ccc(Sc2nnnn2-c2ccccc2)c(Cl)c1 | 2.2% | ? | i | ? | 5.6% | -6.2% | -0.9 | -25.2% | ?
CCCn1nc(C(=O)Nc2nc3ccccc3[nH]2)c2ccccc2c1=O | 0.6% | -11.6% | i | 3.7% | 10.3% | 1.5% | 2.2 | -3.3% | 2.2%
Cc1cccc(S(=O)(=O)NC(=O)C2(C)CCN2C(=O)c2sccc2C)c1 (stereo not given) | . | . | i | 0.5% | 9.3% | 22.3% | 0.6 | 7.9% | .
c1ccc(-c2cc3c(N4CCN(c5ncccn5)CC4)ncnc3s2)cc1 | -11.4% | -24.2% | i | 0.6% | 10.6% | -1.9% | -3.9 | -2.6% | 8.1%
COC(=O)C1CN(C(=O)C(C)Oc2ccc(F)cc2)c2ccccc2O1 (stereo not given) | 0.4% | 6.8% | i | -2.0% | 1.4% | -15.8% | -3.1 | 0.0% | 0.9%
Cc1ccc(S(=O)(=O)/N=C(\N)Nc2nc(C)c3ccccc3n2)cc1 | 0.8% | -8.4% | i | -0.1% | 6.1% | -0.5% | 0.4 | 1.2% | 1.7%
CCCCc1nnc(NC(=O)CSc2nc(=O)cc(N)n2-c2cccc(C)c2)s1 | 2.3% | 9.9% | i | -0.1% | 4.2% | -1.3% | -1.1 | -4.6% | -0.4%
COc1ccc(C2CC(=O)c3cc(-c4nc(-c5cccc(Cl)c5)cs4)c(=O)[nH]c3C2)cc1OC (stereo not given) | . | 12.6% | . | -0.3% | . | . | . | 3.9% | 1.8%
Cc1ccc(C(=O)Nc2ccc(OCc3cc(=O)n4c5c(sc4n3)CCCC5)cc2)cc1 | . | 13.1% | . | -0.2% | . | . | . | 3.2% | -0.6%
N/C(=N/O)c1nc(N2CCCC2)nc(N2CCCC2)n1 | -0.6% | 25.0% | i | 0.3% | -2.9% | -1.1% | 1.9 | -14.3% | 5.4%
COc1ccccc1NC(=S)NCc1ccc(S(N)(=O)=O)cc1 | 2.8% | 2.4% | i | -0.3% | 10.2% | -4.1% | -4.8 | 4.3% | -0.4%
N#Cc1c(C(F)(F)F)cc(-c2cccs2)nc1SC(C(=O)O)c1ccccc1 (stereo not given) | . | -17.1% | i | ? | -6.1% | ? | -0.3 | -27.1% | -3.7%
CCOC(=O)N(C)C[C@@H]1OCc2cn(nn2)CCCC(=O)N([C@@H](C)CO)C[C@H]1C | . | . | i | -0.6% | 3.3% | -4.2% | 0.5 | 8.0% | .
COC(=O)CN1C(=O)CSc2ccc(S(=O)(=O)Nc3cccc(Cl)c3C)cc21 | . | ? | . | 0.4% | . | . | . | ? | 14.9%
Cc1cccc(N(C)c2cc(C)nc3nc(C)nn23)c1 | 4.1% | 11.6% | i | -0.2% | 8.9% | -6.5% | 0.4 | ? | -2.8%
O=S(=O)(NC1CCCCC1Nc1ccccc1)c1ccccc1 (stereo not given) | 0.6% | 28.2% | i | 0.1% | 9.8% | -6.8% | -1.2 | 2.8% | 0.3%
Cn1cccc1Cc1nnc(SCC(=O)N2CCCCCC2)n1-c1ccc(F)cc1 | 0.1% | 0.3% | i | 0.3% | -1.2% | -0.6% | 0.3 | -4.4% | -10.9%
O=C(C=Cc1ccccn1)c1ccccc1 | . | ? | i | ? | 8.4% | 0.7% | -1.3 | 6.31µM* | -3.3%
Cc1cc(C)cc(NC(=O)CSc2nnc(CN3CCOCC3)n2C)c1 | 2.7% | -17.8% | i | 0.0% | 12.8% | -7.7% | -2.4 | -6.0% | 4.8%
